Source: PubChem BioAssay (several laboratories)
TLR9-MyD88 block = inhibitors of TLR9-MyD88 association in cells, primary screen, cell-based, CHO, BLA complementation, fluorescence. CCF4 FRET ratio. Toll-like receptor 9 (Homo sapiens) + Myeloid differentiation primary response protein …. 0.21% of 340,000 active. AID 504734, 2011. inhibition, % at 4.98 µM;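 active = inhibition above the mean over all tested compounds plus 3 SD, cut at about 21% in these data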;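 note: 0% = DMSO only wells and 100% = clavulanate BLA inhibitor control wells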
MC4R ag barr = MC4R agonists recruiting beta-arrestin, primary screen, cell-based, luminescence, agonist arm of biased-ligand search; Melanocortin receptor 4 (Homo sapiens), P32245; U2OS MC4R beta-arrestin complementation; percent of melanotan II response, DMSO zero; activation, % at 8.9 µM; 0.98% of 360,000 active; AID 540308, 2011;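 active = activation above a per-plate cutoff, the mean activation of sample wells on that plate plus 3 SD, cut at about 8% in these data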
Target sequence (P32245 whole entry, looked up): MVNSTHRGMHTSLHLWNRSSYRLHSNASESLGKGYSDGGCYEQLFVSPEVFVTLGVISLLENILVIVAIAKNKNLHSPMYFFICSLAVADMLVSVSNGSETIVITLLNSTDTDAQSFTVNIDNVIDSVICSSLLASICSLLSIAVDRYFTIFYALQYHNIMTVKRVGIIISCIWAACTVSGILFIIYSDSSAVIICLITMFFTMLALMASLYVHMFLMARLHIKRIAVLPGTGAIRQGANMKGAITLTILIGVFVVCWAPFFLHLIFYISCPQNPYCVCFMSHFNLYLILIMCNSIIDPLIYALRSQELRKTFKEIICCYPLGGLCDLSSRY
Exocytosis inh = LAMP-1 surface exposure blockers, TALL-104 cells – cell-based, flow cytometry, MLPCN library, primary screen. inhibition, % at 10 µM. AID 651702, 2012. 0.66% of 360,000 active. TALL-104 LAMP-1 surface exposure; cells stimulated with thapsigargin and PMA;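 active = inhibition above about 55%, limit read from the data; inconclusive = no clear call, values can overlap the other calls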
Glyco luc inh = increase of ERlucT glycosylation luciferase signal, primary screen, N-linked glycosylation inhibitor project, D54 ERlucT cells, luminescence, set 2; D54 ERlucT glycosylation luciferase reporter, 24 h; percent of 100 nM tunicamycin response; reporter increase, % at 12.5 µM; 0.23% of 360,000 active;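 active = mean luciferase reporter signal, scaled so untreated is 0 and the glycosylation-blocking control 100, at or above a set limit in every replicate; inconclusive = mean reaches the limit but not every replicate does; inactive = mean below the limit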;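 note: luciferase carries N-glycosylation sites so blocking glycosylation raises the light; 0% = median of neutral control wells and 100% = median of 100 nM tunicamycin wells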
ABHD5-PLIN5 inh = ABHD5-PLIN5 interaction inhibitors, primary screen, cell lysate, split luciferase complementation, luminescence; inhibition, % at 4 µM; Perilipin-5 (Homo sapiens) + 1-acylglycerol-3-phosphate O-acyltransferase ABHD5 (Homo …; AID 602281, 2012; 0.78% of 360,000 active; Split G. princeps luciferase complementation, 4 h;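 active = inhibition above the mean inhibition across every tested compound plus 3 SD, cut at about 22% in these data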;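 note: 0% = DMSO only wells and the 100% control is not disclosed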
NOD2-RIPK2 inh = NOD2-RIPK2 binding disruptors in cells, primary screen, fluorescence, CHO cells, BLA complementation. AID 624267, 2012. inhibition, % at 4.98 µM. 0.38% of 360,000 active. CCF4 ratio; in the data active = inhibition above about 21%;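 note: 0% = vehicle only and 100% = reference blocker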
Target sequence (O43353 whole entry, looked up): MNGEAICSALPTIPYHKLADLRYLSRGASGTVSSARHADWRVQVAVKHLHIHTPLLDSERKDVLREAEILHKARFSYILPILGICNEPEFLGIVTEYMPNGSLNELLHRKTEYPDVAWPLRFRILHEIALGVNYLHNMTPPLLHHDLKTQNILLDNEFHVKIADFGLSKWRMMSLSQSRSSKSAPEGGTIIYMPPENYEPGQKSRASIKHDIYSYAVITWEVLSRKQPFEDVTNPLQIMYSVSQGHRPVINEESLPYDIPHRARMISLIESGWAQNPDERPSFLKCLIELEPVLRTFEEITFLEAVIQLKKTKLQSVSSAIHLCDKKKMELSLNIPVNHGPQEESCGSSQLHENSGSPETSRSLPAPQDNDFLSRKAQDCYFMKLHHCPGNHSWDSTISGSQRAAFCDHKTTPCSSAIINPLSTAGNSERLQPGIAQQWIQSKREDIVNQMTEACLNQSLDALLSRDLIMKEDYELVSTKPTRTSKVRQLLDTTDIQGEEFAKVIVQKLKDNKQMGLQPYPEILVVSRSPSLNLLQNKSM
aDG glyco act = activators of alpha-DG glycosylation, primary screen, uHTS, Pro5-aDG cells, AlphaScreen. AID 624168, 2012. activation, % at 10 µM. alpha-DG glycosylation AlphaScreen (IIH6); 0% Pro5, 100% B10-LARGE cell signal. 0.22% of 360,000 active;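 active = activation of at least 8% versus controls, or a plate z-score of at least 8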;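 note: Pro5 are CHO cells carrying HIG-tagged alpha-DG that lacks glycosylation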
ABCB6 inh MLPCN = ABCB6 transporter inhibitors, primary screen, K562-ABCB6 cells, flow cytometry, MLPCN library. 0.19% of 360,000 active. fluorescence ratio to DMSO, % at 10 µM. AID 602162, 2011. K562-ABCB6 porphyrin accumulation, 1 h; active compounds read low;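 active = fluorescence ratio to DMSO below 75%, the collection mean minus 3 SD; inconclusive = too few cells collected in the well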;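 note: signal is porphyrin accumulated inside mitochondria; 100% equals median channel fluorescence of DMSO control wells; lower ratio means ABCB6 inhibition with less porphyrin fluorescence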
Vif imaging = HIV Vif self-association inhibitors, primary screen, imaging, HEK293T, single point. inhibition, % at 7.49 µM. HEK293T cells, Vif self-association by quenched fluorescence, 24 h. AID 602346, 2012. 0.35% of 340,000 active; in the data active = inhibition above about 50%, passing the limit was not always enough; inconclusive = no clear call, values can overlap the other calls; inactive = below about 31%; note: some results filed as inactive read as strong as hits
MC4R antagonist = MC4R antagonists of cAMP signaling, primary screen, cell-based, TR-FRET, antagonist arm of biased-ligand search. inhibition, % at 6.5 µM. 0.48% of 360,000 active. MC4R-expressing cells, MTII-stimulated cAMP, LANCE TR-FRET. AID 540295, 2011. Melanocortin receptor 4 (Homo sapiens), P32245;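 active = inhibition above its plate's cutoff, the mean of tested wells on that plate plus 3 SD, cut at about 29% in these data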;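 note: 0% = Melanotan II alone and 100% = Melanotan II plus saturating MCL0020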
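Assay system: human MC4R-expressing U2OS cells; reagent: Melanotan II stimulation of cells; dosing: 6.5 µM single dose; timing: compound 30 min, challenge 1 h, detection 1 h; signal: TR-FRET cAMP assay; replicates: one well per compound, no replicates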
Numbers without * were called inactive; ? = inconclusive; . = no result given; & = joins results of further samples.

TLR9-MyD88 block,MC4R ag barr,Exocytosis inh,Glyco luc inh,ABHD5-PLIN5 inh,NOD2-RIPK2 inh,SMILES,aDG glyco act,ABCB6 inh MLPCN,Vif imaging,MC4R antagonist
-5,8.3*,-5,40*,-4,0,Cc1cccc(N2CCN(S(=O)(=O)c3ccc(-c4ccc(=O)[nH]n4)o3)CC2)c1C,0.1,96,-6,16
.,1.1,0,0,-5,9,Cc1noc(C)c1S(=O)(=O)NC(=O)C1(C)CCN1C(=O)C1(c2ccc(Cl)cc2)CCC1 (stereo not given),0.1,101,-4,20
9,-1.6,1,-3,-12,2,CCCCCCSc1ccc(-c2nc3ccc(Cl)cn3c2NCc2ccccc2)cc1,0.4,100,-3,3
-12,-1.1,0,-3,-2,-3,CCOC(=O)c1c(C)sc2c1N(C(=O)CN(CC)CC)c1ccccc1S2,0.5,96,0,4
-1,0.5,-1,-1,3,8,Cc1cc(C)n(CCOC(=O)c2sc3ccccc3c2Cl)n1,-0.1,95,-1,-1
0,-0.7,-3,-1,0,1,CCCCOc1ccc(CSCCN=C(N)N)cc1,-0.3,100,-12,-5
-2,1.5,-2,3,8,-1,Fc1cccc(/C=N/Nc2ccccn2)c1,-0.2,100,2,-9
7,2.7,3,12,4,3,NC(=S)N/N=C/c1ccc(-n2nncc2-c2ccc(Cl)cc2)cc1,0.4,94,11,2
9,-0.6,0,-2,6,12,CCOC(=O)c1c(C)n(CC)c2ccc(OC(=O)c3ccc([N+](=O)[O-])cc3)cc12,0.1,93,-2,-1
7,0.6,5,-1,6,1,COc1ccc(CC2(CO)CCN(Cc3cnn(C)c3)CC2)cc1,0.2,104,-5,3
-16,-1.8,-2,-2,-6,-9,C[C@@H]1C(NC(=O)c2ccccc2)CC2CC1C2(C)C (stereo not given in full),0.0,100,-2,7
-1,0.4,3,2,4,3,CC(C)(C)OC(=O)N1CCC[C@H]1C(=O)OCC(=O)Nc1cc(S(C)(=O)=O)ccc1Cl,-0.1,104,.,5
6,-1.2,0,-2,11,-12,O=C(NNC(=O)c1ccc(Cn2cccn2)o1)NC12CC3CC(CC(C3)C1)C2,0.1,96,1,4
-1,-4.3,2,1,2,-1,O=C(CN1CCCC1)Nc1ccc([N+](=O)[O-])cc1,0.3,94,1,8
-5,-4.5,-2,-2,-1,-9,c1ccc(N=NC2=NN(c3ccccc3)CS2)cc1,-0.2,101,1,0
1,0.9,-1,-3,-3,4,COc1ccccc1CN(C)C(C)C(=O)Nc1cccc(C(C)=O)c1 (stereo not given),-0.1,100,-9,-5
2,-1.8,0,1,0,2,COc1ccc(CNC(=O)/C=C/c2ccccc2[N+](=O)[O-])cc1,0.5,98,.,4
1,-1.1,-1,-2,-2,3,COc1ccccc1N(CC(=O)Nc1ccc2c(c1)OCO2)S(=O)(=O)c1ccccc1,1.2,98,6,7
-1,14*,-3,0,3,2,O=C(Nc1ccccc1Oc1ccccc1)c1cc([N+](=O)[O-])ccc1Cl,0.6,96,-11,12
-14,0.5,1,-1,-3,-3,O=C(CNC(=O)C1CCCCC1)NCCCO,0.1,95,-2,4
-10,-0.6,-4,-5,1,-8,C=CCNCCOCCSc1ccc(Cl)cc1,1.0,100,0,3
1,-1.2,-12,0,-10,5,CC(=O)NC(CC(=O)OCC(=O)c1c(N)n(CC(C)C)c(=O)n(C)c1=O)c1ccccc1 (stereo not given),0.3,96,16,14
4,-1.4,-14,-9,12,-8,CCN(CC)CCOC(=O)c1ccc(NC(=O)CCCN2C(=O)/C(=C\c3cccs3)SC2=S)cc1,1.5,119,-17,-3
-8,0.9,-1,-1,-7,2,CCc1ccc(NC(=O)Cn2c(=O)oc3cc(S(=O)(=O)N4CCOCC4)ccc32)cc1,0.0,102,6,24
-3,-1.2,-3,3,-1,-15,C[C@H](NC(N)=O)C(=O)Nc1ccc2c(c1)OCO2,-0.3,96,-13,1
0&-2,-1.5&-1.6,0&-2,2&3,-2&2,-6&-7,O=C(O)CCSc1ccc2ccccc2n1,-0.3&-0.2,95&88,18&-9,22&14
4,-2.2,-1,2,2,-2,C=CCOc1ccc(C(c2c(C)n(C)n(-c3ccccc3)c2=O)c2c(C)n(C)n(-c3ccccc3)c2=O)cc1,-0.1,100,3,8
1,-0.8,-15,1,7,-15,CC(CCN1C(N(C)C)=NC[C@@H]1C)c1ccccc1 (stereo not given in full),-0.2,94,.,5
-3,-0.2,-1,1,-1,-8,CCn1nnnc1SCC(=O)Nc1nc(-c2cccs2)cs1,-0.1,92,-10,1
.,-0.9,20,0,1,-12,CN(C)CCNc1nc(Oc2cccc(F)c2)c2sccc2n1,0.1,108,3,6
-13,-1.7,9,0,5,1,O=C(O)c1ccc(S(=O)(=O)c2ccc3c(c2)C(=O)N(NC(=O)c2cccnc2)C3=O)cc1,-0.1,95,-5,1
-1,-0.2,1,.,0,8,COCCCNC(=O)c1ccc(-n2nc(C(F)(F)F)cc2-c2cccs2)cc1,0.4,82,.,7
5,1.5,14,-3,-7,8,Cc1ccc(C(C(=O)NCC2CCCO2)N(C(=O)c2snc(C(N)=O)c2N)c2ccccc2)o1 (stereo not given),-0.1,99,-10,17
-5,-1.5,-1,1,-3,-4,O=C1N2CCSC2=NC1(NS(=O)(=O)c1ccccc1)C(F)(F)F (stereo not given),-0.3,118,0,1
12,-0.9,-4,1,9,-5,CCc1cc2c(SCC(=O)NC3CCCC3)ncnc2s1,-0.4,75,-3,-9
-4,-2.2,-1,0,-3,-7,CCCCc1nc2cc(C(=O)N3CCNC(=O)C3CC(=O)OC)ccc2o1 (stereo not given),-0.3,93,.,-1
.,-1.1,?,0,-3,8,Cc1ccccc1-c1nc(NCC2CC2)nc2ccsc12,0.2,93,-1,9
13,-1.2,-2,1,5,8,Cc1cccc(C)c1NC(=O)CNC(=O)CCNC(=O)c1ccco1,-0.1,97,2,1
-8,3.9,-6,-1,1,-10,CCCCNC(=O)COc1ccccc1[N+](=O)[O-],-0.1,101,-1,-10
-16,-0.6,-4,2,3,-11,COc1ccc(C(=O)O)cc1NS(=O)(=O)c1cccc2nsnc12,-0.3,104,3,6

Quoted at random: 2 entries already listed.
TLR9-MyD88 block,MC4R ag barr,Exocytosis inh,Glyco luc inh,ABHD5-PLIN5 inh,NOD2-RIPK2 inh,SMILES,aDG glyco act,ABCB6 inh MLPCN,Vif imaging,MC4R antagonist
-5,-1.5,-1,1,-3,-4,O=C1N2CCSC2=NC1(NS(=O)(=O)c1ccccc1)C(F)(F)F (stereo not given),-0.3,118,0,1
-4,-2.2,-1,0,-3,-7,CCCCc1nc2cc(C(=O)N3CCNC(=O)C3CC(=O)OC)ccc2o1 (stereo not given),-0.3,93,.,-1

The listing continues.
TLR9-MyD88 block,MC4R ag barr,Exocytosis inh,Glyco luc inh,ABHD5-PLIN5 inh,NOD2-RIPK2 inh,SMILES,aDG glyco act,ABCB6 inh MLPCN,Vif imaging,MC4R antagonist
0,0.3,0,-3,-7,-7,CN(C)c1cccc(C(=O)NNC(=O)C23CC4CC(CC(C4)C2)C3)c1,0.1,95,.,7
-5,-0.7,-11,1,1,0,Cc1cc(C)cc(NC(=O)c2ccc3nc[nH]c3c2)c1,0.5,98,-2,11
7,-1.2,4,1,0,-3,CCOC(=O)C1CCCCN1C(=O)CCc1c(C)nc2ncnn2c1C (stereo not given),0.0,98,5,14
.,0.7,-12,0,-5,-14,COc1cccc(C(C)(O)c2nc(-c3cccc(C(=O)O)c3)cs2)c1 (stereo not given),-0.2,107,4,5
3,-0.1,5,1,2,6,CCn1c(=O)cc(SCC(=O)Nc2ccc(Cl)cc2)c2ccccc21,0.1,91,7,-1
0,-0.8,-1,2,4,-8,Cn1c(-c2ccccc2)c(C=O)c2ccccc21,0.3,96,11,-3
-6,0.4,-1,1,-7,8,Cc1cc(-c2nnnn2-c2cc(Cl)cc(Cl)c2)no1,-0.2,98,2,7
-12,1.0,-19,2,-8,-1,Cc1c(C(=O)NNC(=O)Nc2ccc([N+](=O)[O-])cc2)oc2ccccc12,-0.1,97,-3,10
2,-0.9,-10,1,7,-2,Cc1ccc(C)c(/C=C2\N=C(c3ccccc3F)OC2=O)c1,-0.1,100,-13,4
-13,-4.3,-3,2,15,-1,CC(C)(C)c1cc[n+](CC(=O)Nc2cc(C(F)(F)F)ccc2N2CCOCC2)cc1,-0.4,98,3,-4
-3,-0.6,8,0,3,2,CCOc1ccc(S(=O)(=O)NCCC(=O)Nc2cccc(C(=O)OC)c2)cc1,-0.2,96,-6,1
5,-1.0,-1,.,3,-4,O=C(c1ccc2oc(CCCc3ccccc3)nc2c1)N1CCCCC1CO (stereo not given),0.3,104,.,13
0,0.0,1,3,-4,1,Cc1sc2nc(SCC(=O)c3cc(C)n(CC4CCCO4)c3C)n(C(C)C)c(=O)c2c1C (stereo not given),0.0,89,-1,1
5,-1.6,0,1,3,7,Cc1ccc(S(=O)(=O)CC2CSc3nc(N)cc(=O)n32)cc1 (stereo not given),0.0,104,3,10
-5,-1.2,0,2,0,0,CCc1nnc(NC(=O)CSc2nnc(CNc3ccc(OC)cc3)n2C)s1,-0.1,105,-4,-3
3,0.8,15,0,-4,8,Cc1ccc(N(CC(=O)NCc2ccc(F)cc2)C(=O)c2ccco2)cc1C,0.1,106,-9,10
-4,3.0,-2,-1,-7,2,c1ccc2c(CN3CCSCC3)cccc2c1,0.1,98,-8,-3
17,-1.6,1,-6,7,-15,O=C(NC1CCCCC1)N1CCC(c2nc3ccc(Cl)cc3[nH]2)CC1,0.0,98,-7,0
4,13*,2,-1,-3,0,O=C1c2[nH]nc(-c3ccccc3O)c2C(c2ccc(F)cc2)N1Cc1ccco1 (stereo not given),0.0,103,-1,-1
-7,1.9,0,-3,-7,1,CCc1nc2ccccc2c(C(=O)OCC(=O)Nc2ccc(S(=O)(=O)N3CCOCC3)cc2)c1C,0.6,94,-17,-1
10,-0.7,1,-1,6,-7,COc1ccc(C2CC(=O)C=C(NCC3CCCO3)C2)cc1 (stereo not given),0.0,107,7,24
.,-0.8,-4,2,0,-1,CCCNC(=O)C1(C)CCCN(C(=O)c2ccc3sccc3c2)C1 (stereo not given),-0.1,92,.,-3
0,-0.9,1,-2,-2,2,C/C(CC(=O)Nc1ccc2c(c1)OCCO2)=N\NC(=O)COc1cccc(C)c1,0.0,96,17,-5
0,0.9,1,-2,-2,4,NC(=O)C1CN(C(=O)c2nn(Cc3ccccc3)c(=O)c3ccccc23)c2ccccc2O1 (stereo not given),-0.4,90,8,11

Some of the compounds tested; rates above refer to the full screens.
